IMP-1 inh = IMP-1 metallo-beta-lactamase inhibitors, primary screen, biochemical, epi-absorbance readout, Pseudomonas aeruginosa enzyme; hit rate 0.45% among 290,000; inhibition, % at 5.6 µM; metallo-beta-lactamase IMP-1 (Pseudomonas aeruginosa); purified IMP-1, nitrocefin hydrolysis, epi-absorbance fluorescence;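 active = inhibition above the mean plus 3 SD of all compounds in the same screening run, cut at about 4.5% in these data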;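 note: 0% = IMP-1 with DMSO and 100% = DMSO wells lacking enzyme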
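System: purified IMP-1; amount: IMP-1 0.2 nM before substrate addition; compound: single dose, 5.6 µM; times: 25 °C, 15 min preincubation, 25 min reaction; signal: Epi-absorbance via hydrolysed-nitrocefin quenching of white-plate fluorescence, 480/530 nm, EDTA stop; benchmarks: DMSO with and without IMP-1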
VIM-2 inh = VIM-2 metallo-beta-lactamase inhibitors, primary screen, biochemical, epi-absorbance readout, Pseudomonas aeruginosa enzyme; purified VIM-2, nitrocefin hydrolysis, epi-absorbance fluorescence; inhibition, % at 5.6 µM; hit rate 0.89% among 290,000; AID 1527, 2009;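 active = inhibition above the mean of all tested compounds plus 3 SD, cutoff set per screening run, cut at about 7.5% in these data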;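 note: red hydrolysis product quenches plate fluorescence so inhibitors raise well fluorescence; 0% = enzyme with DMSO and 100% = DMSO without enzyme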
M18AAP inhibitor = PfM18AAP inhibitors, malaria aminopeptidase, primary screen, biochemical, QFRET, recombinant enzyme. M18 aspartyl aminopeptidase (Plasmodium falciparum 3D7). H-Glu-NHMec fluorogenic cleavage. inhibition, % at 7.35 µM. hit rate 1.2% among 290,000. AID 1822, 2009;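 active = inhibition above the campaign mean inhibition over all tested compounds plus 3 SD, cut at about 28% in these data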;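 note: 0% = plate median of test compound wells and 100% = 2 mM ZnCl2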
IDE cell activ = human IDE activators in live cells, primary screen, fluorescence polarization, HEK cells, FAbeta-B substrate | Insulin-degrading enzyme (Homo sapiens), P14735 | FAbeta-B cleavage; 0% vehicle, 100% cell-free pure enzyme wells | activation, % at 5.96 µM | hit rate 0.073% among 340,000;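 active = activation above the mean of all tested compounds plus 3 SD, set per screening campaign, cut at about 17% in these data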
IDE cell inh = human IDE inhibitors in live cells, primary screen, fluorescence polarization, HEK cells, FAbetaB substrate | Insulin-degrading enzyme (Homo sapiens), P14735 | inhibition, % at 5.59 µM | FAbetaB cleavage | hit rate 0.41% among 320,000;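 active = percent inhibition above the average of all tested compounds plus 3 SD, set per screening campaign, cut at about 16% in these data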;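 note: IDE supplied by intact live HEK cells; FP after avidin binding of uncleaved biotin substrate so inhibition keeps polarization high; 0% = DMSO wells and 100% = 60 µM reference IDE inhibitor Ii1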
PHOSPHO1 inh = PubChem AID 1565; inhibition, % at 13.3 µM; recombinant PHOSPHO1, absorbance phosphatase assay; Phosphoethanolamine/phosphocholine phosphatase (Homo sapiens), Q8TCT1; hit rate 1.1% among 290,000; in the data active = inhibition above about 60%
Target sequence (Q8TCT1 whole entry, looked up): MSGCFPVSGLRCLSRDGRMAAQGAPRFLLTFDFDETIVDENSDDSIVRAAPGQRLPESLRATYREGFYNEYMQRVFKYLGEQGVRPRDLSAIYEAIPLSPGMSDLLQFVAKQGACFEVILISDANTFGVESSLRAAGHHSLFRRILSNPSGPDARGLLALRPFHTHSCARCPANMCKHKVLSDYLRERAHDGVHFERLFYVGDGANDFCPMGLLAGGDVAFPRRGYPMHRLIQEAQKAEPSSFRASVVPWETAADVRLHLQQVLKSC
GPR7 antagonist = GPR7 receptor antagonists, primary screen, cell-based, fluorescence, single concentration; inhibition, % at 4.4 µM; Neuropeptides B/W receptor type 1 (Homo sapiens), P48145; AID 1861, 2009; hit rate 1.1% among 290,000; GPR7-expressing cells, fluorescence antagonist assay; in the data active = inhibition above about 16%, passing the limit was not always enough;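 note: cells stimulated with the agonist NPW; 0% = agonist with vehicle and 100% = vehicle without agonist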
Target sequence (P48145 whole entry, looked up): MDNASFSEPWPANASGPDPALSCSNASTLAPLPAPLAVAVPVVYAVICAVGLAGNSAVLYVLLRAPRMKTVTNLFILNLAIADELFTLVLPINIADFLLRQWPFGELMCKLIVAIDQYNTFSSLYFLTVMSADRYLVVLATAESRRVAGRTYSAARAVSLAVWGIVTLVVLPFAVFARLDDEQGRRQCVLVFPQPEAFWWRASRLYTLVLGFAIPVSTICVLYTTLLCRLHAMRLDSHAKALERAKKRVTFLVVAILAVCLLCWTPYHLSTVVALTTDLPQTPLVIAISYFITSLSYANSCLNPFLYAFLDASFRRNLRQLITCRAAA
pCIP destab = p/CIP-EGFP fusion destabilizers, primary screen, fluorescence, F442A cells; decrease of EGFP signal, % at 10 µM; Q05BA5; 16 h; hit rate 0.01% among 290,000; AID 1984, 2009;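 active = EGFP signal decrease of at least 30% at 10 µM or well 3 SD below plate mean, unless failing retest; inactive = the rest, including hits failing retest or dose response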; note: some compounds called inactive have numbers as strong as hits; many of its hits are not listed in these tables
NALP1 inh = NALP1 inflammasome inhibitors in reconstituted yeast, colorimetric, S. cerevisiae, triplicate retest. AID 2071, 2009. inhibition, % at 10 µM. hit rate 0.61% among 280,000. S. cerevisiae NALP1/ASC/caspase-1 growth, X-gal OD620, 72 h; in the data active = inhibition mostly above about 24%, no sharp cut-off; inactive = mostly below about 32%; note: some compounds called inactive have numbers as strong as hits
* = called active by the depositor; . = no result given.

SMILES	IMP-1 inh	VIM-2 inh	M18AAP inhibitor	IDE cell activ	IDE cell inh	PHOSPHO1 inh	GPR7 antagonist	pCIP destab	NALP1 inh
O=C(CCl)Nc1ccc(Sc2ccc(NC(=O)CCl)cc2)cc1	-1.4	0.3	-7	8	.	24	3	-8	.
CCOc1ccc(C2C(C(=O)c3cccs3)=C(O)C(=O)N2Cc2cccnc2)cc1 (stereo not drawn)	-1.3	-2.9	0	7	2	-32	-7	4	4
O=c1c2[nH]c3ccc(Br)cc3c2ncn1Cc1ccncc1	0.8	-0.3	-12	.	0	1	2	-2	26
CCOc1ccccc1N(CC(=O)NC(C)(C)C)C(=O)Cn1nnc(-c2ccc(C)o2)n1	-7.9	-2.0	3	-4	1	-16	-8	-10	9
COc1cccc(-c2c(C(=O)N/N=C/c3cccs3)nnn2-c2nonc2N)c1	-3.7	-5.1	1	-2	12	-12	-26	-6	-4
CCOC(=O)c1cc(CC)sc1NC(=O)c1cccc(N2C(=O)CCC2=O)c1	-3.6	0.9	-3	-2	10	-4	0	-4	21
CCCNC(=O)c1ccc(SCC(=O)N(CC)CC)c([N+](=O)[O-])c1	-3.4	-3.2	2	-2	-4	-17	-7	4	0
CC1CCCN(S(=O)(=O)c2ccc(NC(=O)CCN3C(=O)c4ccccc4C3=O)cc2)C1 (stereo not drawn)	-0.3	-1.9	1	-3	1	16	-8	1	-5
O=C(Oc1ccc[nH]c1=O)c1cc([N+](=O)[O-])cc([N+](=O)[O-])c1	-0.6	-2.3	30*	-2	3	34	-7	-6	-1
CCOc1cc(-n2ncc(C#N)c2N)nc(SC)n1	-1.9	-4.7	0	5	-5	16	-10	8	-86
CNC(=S)N1CCc2cc(OC)c(OC)cc2C1COc1ccc(OC)cc1 (stereo not drawn)	-4.1	-3.6	-16	9	9	-47	13	2	4
OCCCNC(=S)Nc1ccc(Nc2ccccc2)cc1	-1.9	-0.3	0	2	4	25	-19	-7	-6
CCc1c(C(=O)OC)nnc2cc(C)nn12	0.9	0.0	4	1	-3	-3	1	-13	-3
CC(=O)NC1=NN(C(C)=O)C(C)(c2cccc([N+](=O)[O-])c2)S1 (stereo not drawn)	-1.7	-2.1	-4	0	-3	49	-11	9	9
CC(=O)Nc1ccc(S(=O)(=O)NNC(=O)COc2cccc3ccccc23)cc1	-2.5	0.0	4	6	1	-9	-5	-11	23
CCN(CC)CCN(C(=O)CCS(=O)(=O)c1ccccc1)c1nc2c(C)cc(C)cc2s1	-0.8	-1.8	-1	1	3	38	21	7	34
CN1c2ccccc2C(O)=C(C(=S)Nc2ccc(Cl)cc2)S1(=O)=O	0.8	3.5	25	2	2	36	5	3	23
COc1ccc(C)cc1N(CC(=O)N1CCCC1)S(=O)(=O)c1ccccc1	1.6	1.7	-7	5	-5	22	17	-3	2
O=C(C1CC1(c1ccccc1)c1ccccc1)N1CCOCC1 (stereo not drawn)	-4.7	-3.0	1	4	-5	-7	-11	-6	-13
CCC(C)(C(=O)NC1CCCCC1)N(Cc1ccco1)C(=O)c1cnccn1 (stereo not drawn)	-4.3	-1.0	-2	4	4	2	16*	-9	17
S=c1[nH]c2ccc(Cc3ccc4[nH]c(=S)[nH]c4c3)cc2[nH]1	-1.9	-4.8	15	-12	1	4	-20	-4	8
COc1ccc(OC)c(NC(=O)[C@@]2(CC(=O)O)CC(/C=C/c3ccccc3)=NO2)c1	-1.8	-0.6	2	0	0	33	-5	1	14
CCC(c1nnnn1CCc1ccccc1)N(Cc1ccco1)Cc1cc2cccc(C)c2[nH]c1=O (stereo not drawn)	-1.8	-2.4	12	0	1	-12	5	-2	13
C=CCOc1cccc(C2/C(=C(\O)c3ccc(F)cc3)C(=O)C(=O)N2CCN(C)C)c1 (stereo not drawn)	-1.6	-3.0	-5	4	-6	14	2	-2	6
CCC(C(=O)NCc1ccco1)n1nc(C)n2c(cc3occc32)c1=O (stereo not drawn)	-0.5	0.7	-5	3	-3	18	-14	-10	11
COc1ccc(C2CC(=O)N(C)c3ccccc3S2)cc1OC (stereo not drawn)	-3.1	6.4	25	-6	7	-14	-5	-1	3
Cc1ccc(CNc2ncc(-c3ccc4c(c3)OCO4)n2C)cc1	0.4	0.0	13	1	-6	-14	6	5	17
O=[N+]([O-])c1ccc(Cn2cc(-c3cccc(C(F)(F)F)c3)nn2)cc1	-0.4	-2.8	7	2	4	-7	25	-8	23
COc1ccc(CCNC(=O)C2CCN(S(=O)(=O)N3CC(C)CC(C)C3)CC2)cc1OC (stereo not drawn)	-3.1	-2.2	-2	-6	-2	30	-5	-7	10
Cc1sc2ncn(CC(=O)NCC3COc4ccccc4O3)c(=O)c2c1S(=O)(=O)N1CCCCC1 (stereo not drawn)	-1.4	-2.6	-8	7	-3	-28	-5	2	-9
COc1cc2ncnc(NCc3ccccc3F)c2cc1OC	-0.5	-0.9	-9	-6	2	27	6	-11	11
Cc1nc(-n2cc(F)c(=O)[nH]c2=O)c2nc(C)oc2n1	0.6	-2.0	-6	8	0	22	-13	-7	37
O=[n+]1c2c(n([O-])c3cc(F)c(F)cc31)CCCC2	-3.7	-3.2	19	3	6	36	-18	-10	8
O=c1cc(-c2c(O)c3ccccc3n(Cc3ccccc3)c2=O)[nH][nH]1	-1.8	-1.3	1	6	-1	48	-8	-16	-21
CC1(C)CC(=O)C(C=NC2CCCCC2)=C(O)C1	-0.9	-3.9	3	1	3	-4	-9	-6	2
CCN(CC)c1nc2c(s1)C(=O)NCCC2	-0.9	-1.4	-5	5	7	-6	4	-4	14
COC(=O)c1ccc(NC(=O)COc2ccc(C3C(C#N)=C(N)Oc4c3ccc3ccccc43)cc2OC)cc1 (stereo not drawn)	-2.3	-1.2	8	0	3	38	-5	-8	4
Cc1ccnc(NC(=O)c2ccc(S(=O)(=O)c3ccccc3)cc2)c1	-2.4	-2.9	-1	-1	-5	61*	-8	-18	2
COc1cccc(-c2cc(C(=O)Nc3ccccc3SC)no2)c1	-1.7	-2.2	-3	9	3	-7	-6	-7	0
CCOc1ccc(NC(=O)CN(C)CC(=O)Nc2ccccc2C#N)cc1OCC	-2.2	-3.3	0	-3	4	33	6	-4	0
Cc1ccc(/C=N/N2C(=S)SC(C)(C)C2N(O)C(=O)Nc2ccc([N+](=O)[O-])cc2)cc1 (stereo not drawn)	-2.4	-2.2	5	-6	-3	37	-2	3	-4
CCCn1c(N)c(Sc2ccc(C)cc2)c(=O)n(CCC)c1=O	-3.6	-2.5	-2	-1	5	32	0	-4	11
CNCCCCOc1ccccc1-c1ccccc1	-1.1	-1.7	-4	6	1	-18	8	-19	28
CC(C)Cn1c(-c2ccncc2)n[nH]c1=S	-3.9	2.2	18	7	3	-80	-10	-15	-11
Cc1ccc(C)c(NC(=S)/C(=C(\[O-])c2ccc(Cl)s2)[n+]2ccccc2)c1	-1.0	-2.3	1	5	-2	-1	-14	8	-7
COc1cc(/C=N/N=C(N)N)ccc1OCc1ccccc1Cl	-3.0	0.9	5	1	2	-87	-9	15	10
CCc1ccc(CNC(=O)C(=O)NCCc2ccc(OC)c(OC)c2)cc1	-2.8	-3.5	-2	1	3	.	-5	.	.
CCOc1ccc(S(=O)(=O)Oc2ccc3ccccc3c2)cc1	-2.5	0.9	-7	-3	4	-6	2	-10	32
Cc1ccccc1CSCC(=O)NNC(=S)NCC1CCCO1 (stereo not drawn)	-2.9	-3.5	21	0	.	-73	-12	-8	3
O=C(NCc1ccccc1F)C(c1ccccc1)c1ccccc1	-1.9	0.2	9	-3	-5	23	5	-11	-2
Continued:
SMILES	IMP-1 inh	VIM-2 inh	M18AAP inhibitor	IDE cell activ	IDE cell inh	PHOSPHO1 inh	GPR7 antagonist	pCIP destab	NALP1 inh
COC(=O)CN1C(=O)C2(C(C#N)=C(N)Oc3cc(C)oc(=O)c32)c2ccccc21 (stereo not drawn)	-2.3	-1.8	0	5	2	21	-2	-10	10
CC(CNC(=O)CCS(=O)(=O)c1cc2c(cc1Cl)NC(=O)CO2)c1ccccc1 (stereo not drawn)	-2.8	-2.3	1	-6	2	-4	-10	4	1
Clc1nc2c(ccc3ccccc32)[nH]1	-1.7	-1.0	0	.	6	20	-4	5	-16
CC(=O)C1C(c2ccc(F)cc2)c2c(noc2C)CC1(C)O (stereo not drawn)	0.3	0.2	-12	.	2	24	-6	-3	16
O=C(C1CCCO1)N1CCN(S(=O)(=O)c2ccc(Br)cc2)CC1 (stereo not drawn)	-0.6	-0.2	-7	0	6	9	-12	5	3

Screening results deposited in PubChem BioAssay by several laboratories.

This is a random part of the collection; overall some 5.3% were active at least once.
